# Source: PubChem
# TRPC4 potent: allosterically enhances the mouse TRPC4 cation channel; Q9QUQ5; HEK293 TRPC4beta/mu-opioid, DAMGO EC20, Fluo-4 Ca2+ flux; stronger effect = higher value; B-score at 10 µM; 310,000 compounds, 0.42% hits; AID 2227;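 active means B-score of calcium response area above 5 SD of library B-scores, with initial fluorescence ratio within 5 SD of library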;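 further: B-score of integrated fluorescence ratio over time as area under calcium response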
# TRPC4 block: TRPC4 (mouse) channel inhibition; Q9QUQ5; HEK293 TRPC4beta/mu-opioid, DAMGO-evoked Fluo4 calcium flux; stronger effect = lower value; B-score at 10 µM; 300,000 compounds, 0.39% hits; AID 2247;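 active means B-score over 3 SD under the library average, no early fluorescence shift, positive overall ratio signal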
#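 Signal: kinetic Fluo4 fluorescence imaging of calcium influx. Material: stable TRPC4beta/mu-opioid receptor HEK293 cells. Probe or stimulus: DAMGO in two steps, submaximal then maximal.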
# MrgX1 PAM: allosterically activates human MrgX1 receptor signaling; Q96LB2; MrgX1-HEK293, Fluo-4 calcium flux, FDSS; stronger effect = higher value; B-score at 10 µM; 310,000 compounds, 0.63% hits; AID 588675;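 active means plate-corrected calcium response at least 3 library SD above typical, normal starting fluorescence, not activating the receptor alone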;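 further: compound read alongside a low EC10 to EC30 dose of BAM8-22 agonist; peak minus trough fluorescence over baseline measured at the second addition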
# Target sequence (Q96LB2 whole entry, looked up): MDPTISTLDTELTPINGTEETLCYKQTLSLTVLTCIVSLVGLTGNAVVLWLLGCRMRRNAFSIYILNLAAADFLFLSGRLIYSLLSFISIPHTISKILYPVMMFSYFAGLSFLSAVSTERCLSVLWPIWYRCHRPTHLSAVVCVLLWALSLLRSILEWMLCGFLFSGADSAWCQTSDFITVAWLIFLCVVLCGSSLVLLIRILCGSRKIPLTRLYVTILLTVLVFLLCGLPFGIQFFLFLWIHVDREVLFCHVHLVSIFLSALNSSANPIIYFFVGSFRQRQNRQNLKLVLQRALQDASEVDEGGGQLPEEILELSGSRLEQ
# HIF activator: HIF pathway transcriptional activation; U2OS HRE-luciferase reporter, luminescence; normalized: DMSO 0%, desferrioxamine 100%; activation, % at 7.5 µM (by protocol); 300,000 compounds, 0.32% hits; AID 1910;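 active means mean activation of at least 10% of the iron chelator positive control signal, with at least half of replicates also reaching 10%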
# TRPC6 inh: mouse TRPC6 channel inhibition; HEK293-TRPC6, membrane potential dye, ACh-evoked depolarization; stronger effect = lower value; B-score at 10 µM; 310,000 compounds, 1.1% hits; AID 2553;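 active means B-score under library mean minus 3 SD, initial fluorescence not abnormally high, positive integrated signal ratio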;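 further: B-score derived from integrated fluorescence ratio over the kinetic read; more negative B-score means stronger inhibition of depolarization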
# MrgX1 antagonist: blocks BAM8-22 activation of human MrgX1 receptor; MRGX1-HEK293 calcium flux, Fluo-4, BAM8-22 antagonism; stronger effect = lower value; B-score at 10 µM; 310,000 compounds, 1.3% hits; Q96LB2;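 active means calcium-response B-score plate-corrected more than 3 library SD below zero, starting fluorescence within 5 deviations, no agonist response on first addition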;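 further: peak minus trough fluorescence over baseline after final BAM8-22 challenge near maximal dose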
# TRPC4 act: TRPC4 (mouse) channel activation; HEK293 TRPC4beta/mu-opioid, Fluo4 calcium fluorescence; stronger effect = higher value; AID 2237; 310,000 compounds, 0.49% hits; Q9QUQ5; B-score at 10 µM;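 active means B-score above 5 SD of library B-scores, and initial fluorescence ratio not above library mean plus 5 SD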;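 further: positive B-score marks a calcium rise read as TRPC4 activation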
#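 system = HEK293 cells stably co-expressing mouse TRPC4beta and mu-opioid receptor | schedule = Fluo4 dye loading 45 min at room temperature, 110 s recording | measure = B-scored integrated calcium fluorescence ratio | signal = Fluo4 calcium-sensitive dye fluorescence, kinetic, 1 Hz baseline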
# MrgX1 agonist: human MrgX1 receptor agonism, primary screen | B-score at 10 µM | MrgX1-HEK293 cells, Fluo-4 calcium fluorescence, agonist mode; stronger effect = higher value | AID 588627 | 310,000 compounds, 0.44% hits | Q96LB2;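 active means calcium response B-score plate-corrected fluorescence ratio at least 3 library SD, with starting fluorescence B-score inside 5 SD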
#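 Material: MrgX1-expressing HEK293 cells; input: 15,000 cells per well; doses: test compound given as first of three sequential additions; schedule: overnight plating before 1 h dye loading; technique: Fluo-4 NW calcium-flux fluorescence, kinetic read; evaluation: baseline-normalised fluorescence change ratio, B-scored; control set: plate-wise positive and negative controls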
# PolyA inh: inhibitors of polyadenylation in S. cerevisiae; S. cerevisiae SKY197-pL101 polyadenylation reporter, beta-gal luminescence; efflux-impaired pdr1/pdr3 knockout yeast; score 100 = 6 SD above DMSO; calls only at 12 µM; 300,000 compounds, 0.02% hits;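 active means lowest replicate activity score at least 50, where 100 means six control SD above control mean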;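 further: yeast exposed to compound for 9 h at 30 °C; higher score means more reporter readthrough which indicates perturbed polyadenylation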
# TRPC6 act: activates the mouse TRPC6 cation channel | Q61143 | HEK293-TRPC6 membrane potential dye fluorescence; stronger effect = higher value | B-score at 10 µM | 310,000 compounds, 0.13% hits | AID 2550;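 active means B-score of the integrated fluorescence ratio above library mean plus 3 SD, and starting fluorescence ratio within library mean plus 5 SD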;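 further: higher score means more depolarization so channel activation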
# AI-2 QS mod: modulates the Vibrio harveyi AI-2 quorum sensing system. Vibrio harveyi JMH597 AI-2 luminescence/OD600 ratio, 9 h; stronger effect = lower value; strain lacks LuxN and CqsS sensors; 0 = neutral-control median. activity change, % at 7.5 µM. 300,000 compounds, 0.4% hits. AID 2094; in the data active means activity change below about -75%, passing the limit was not always enough;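 further: luminescence divided by OD600 gain over 9 h not by final OD600 alone; inactives centre near 13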
# An asterisk follows results filed as active; i = inactive; . = not tested or not shown.
Structure	TRPC4 potent	TRPC4 block	MrgX1 PAM	HIF activator	TRPC6 inh	MrgX1 antagonist	TRPC4 act	MrgX1 agonist	PolyA inh	TRPC6 act	AI-2 QS mod
COc1ccc(N2CCN(c3oc(-c4ccco4)nc3C#N)CC2)cc1	i	i	i	0.0	i	i	i	i	.	i	5.3
Cc1cc(C)c(NC(=O)CNC(=O)CSc2nnc(N)s2)c(C)c1	i	i	i	1.7	i	i	i	i	i	i	2.6
NS(=O)(=O)c1ccc(S(=O)(=O)N(CCc2ccccc2)Cc2ccccn2)cc1	i	i	i	-0.4	i	i	i	i	i	i	7.6
Cc1cccc(NC(=O)CC2SC(=O)N(c3ccccc3)C2=O)c1 (stereo unspecified)	i	i	i	0.3	i	i	i	i	i	i	29.3
Cn1ccnc1C(=O)c1ccc(Cl)c(S(=O)(=O)N2CCOCC2)c1	i	i	i	0.1	i	i	i	i	i	i	14.2
Cc1ccc(C(=O)NCCN2CCOCC2)cc1	i	i	i	0.5	i	i	i	i	i	i	13.3
O=C(NC1(N2CCOCC2)CC1)c1ccc(Cl)cc1	i	i	i	-7.1	i	i	i	i	i	i	23.0
CCNc1c([N+](=O)[O-])c(=O)oc2ccccc12	i	i	i	-0.5	i	i	i	i	i	i	14.7
Cc1cc(Nc2ccc(F)cc2F)n2ncnc2n1	i	i	i	-0.1	i	i	i	i	i	i	4.9
O=C(NCCc1nnc2ccc(NCc3ccc(Cl)cc3)nn12)c1ccccc1	i	i	i	-0.4	i	i	i	i	i	i	7.1
CCN(CC)CCN1C(=O)C(=O)/C(=C(/O)c2ccc3c(c2)CC(C)O3)C1c1ccc(OC)cc1 (stereo unspecified)	i	i	i	0.2	i	i	i	i	i	i	12.0
Cc1ccc(Cn2nnc3c(=O)n(CC(=O)N4CCCCC4)cnc32)cc1	i	i	i	-0.2	i	i	i	i	i	i	25.3
C/C(CC(=O)Nc1ccc(N(C)C)cc1)=N\NC(=O)c1cnccn1	i	i	i	0.1	i	i	i	i	i	i	10.1
C=CCOn1c(=O)c(-c2ccc(OCC)cc2)[n+]([O-])c2ccccc21	i	i	i	1.6	i	i	i	i	i	i	6.9
CCC(C)C(NC(=O)c1ccccc1NC(=O)c1ccccc1)C(=O)N1CCOCC1 (stereo unspecified)	i	i	i	0.3	i	i	i	i	i	i	-23.3
CCC(C)NC(=O)Cn1cc(S(=O)(=O)N2CCN(c3ccccc3F)CC2)c2ccccc2c1=O (stereo unspecified)	i	i	i	-0.1	i	i	i	i	i	i	12.7
COc1ccc(CCNC(=O)CSc2nnc(-c3ccco3)c(-c3ccco3)n2)cc1OC	i	i	i	-0.9	i	i	i	i	i	i	11.4
COc1cc(OC)cc(-c2nnc(SCC(=O)Nc3cccc(C(=O)O)c3)s2)c1	i	i	i	0.1	i	i	i	i	i	i	23.1
CC(C)(C)C(=O)N(Cc1ccc(Cl)cc1)c1cnccn1	i	i	i	-1.3	i	i	i	i	.	i	3.2
Cc1cc2cc(C)c(NCCNC(=O)c3cccc(F)c3)nc2cc1C	i	i	i	0.5	i	i	i	i	i	i	16.9
Cc1occc1C(=O)N/N=C/c1c[nH]c2ccccc12	i	i	i	1.2	i	i	i	i	i	i	.
COc1ccc(C(CNC(=O)CSc2ccc(Br)cc2)N2CCOCC2)cc1 (stereo unspecified)	i	i	i	-0.3	i	i	i	i	i	i	8.1
COC(OC)C1(C)C(C#N)=C(N)Oc2c1c(=O)oc1ccccc21 (stereo unspecified)	i	i	i	-0.3	i	i	i	i	i	i	15.6
COc1ccc(OC)c(C(=O)c2ccc(C(=O)N3CCCCC3)cc2)c1	i	i	i	0.0	i	i	i	i	i	i	21.6
CCc1nnc(NS(=O)(=O)c2ccc(NC(=S)NC(=O)c3ccncc3)cc2)s1	i	i	i	-0.3	i	i	i	i	i	i	-6.4

# Other results:
Structure	TRPC4 potent	TRPC4 block	MrgX1 PAM	HIF activator	TRPC6 inh	MrgX1 antagonist	TRPC4 act	MrgX1 agonist	PolyA inh	TRPC6 act	AI-2 QS mod
C=C(C)C1CC=C(C)/C(=N\NC(=O)CCC(=O)Nc2ccc(C)c(C)c2)C1 (stereo unspecified)	i	i	i	-0.1	i	i	i	i	i	i	5.5
COc1ccc(N2CCC(CNC(=O)Nc3cccc(OC)c3)C2)cc1 (stereo unspecified)	i	i	i	-0.1	i	i	i	i	i	i	-11.1
Cc1cnc(C(=O)NC2CC(C)(C)Cc3c2cnn3-c2cccc(F)c2)cn1 (stereo unspecified)	i	i	7.81*	0.1	i	i	i	i	i	i	3.4
CCn1ccnc1CN1CCN(CCC(C)C)C(CCO)C1 (stereo unspecified)	i	i	i	-0.1	i	-6.19*	i	i	i	i	18.1
Cn1cc(S(=O)(=O)N2CCc3ccccc3C2)c(=O)n(C)c1=O	i	i	i	0.5	i	i	i	i	i	i	-8.0
Cc1cc(Cl)ccc1N=c1ssnc1Cl	i	i	i	-0.9	i	i	i	i	i	i	6.3
O=C1C(Cc2ccc(O)cc2)NC(=S)N1c1ccccc1 (stereo unspecified)	i	i	i	-0.3	i	i	i	i	i	i	3.3
Cc1ccc(S(=O)(=O)c2cc3c(=O)n4ccccc4nc3n(Cc3ccco3)c2=N)cc1C	i	i	i	0.1	i	i	i	30.7*	i	i	11.1
CS(=O)(=O)N(CCc1ccccc1)CC(=O)NCc1ccc(Cl)cc1	i	i	i	-0.2	i	i	i	i	i	i	-6.2
Cc1ccc(S(=O)(=O)NNC(=O)c2sccc2-n2cccc2)cc1	i	i	i	0.0	i	i	i	i	i	i	23.6
CC(C)OC(=O)c1ccc(NC(=O)CSc2nc3ncccc3[nH]2)cc1	i	i	i	1.6	i	i	i	i	i	i	-85.1*
CCOC(=O)C1C(=O)NC(SCC(N)=O)=C(C#N)C1c1ccccc1OCC (stereo unspecified)	i	i	i	0.1	i	i	i	i	i	i	11.2
CSc1ncccc1C(=O)NNC(=O)c1ccc(NS(=O)(=O)c2cccs2)cc1	i	i	i	-0.3	i	i	i	i	i	i	31.1
CCOC(=O)c1c(NC(=O)COC)sc(C)c1C	i	i	i	-0.3	i	i	i	i	i	i	19.9
Cc1ccccc1OCCNCC(C)O (stereo unspecified)	i	i	i	-1.3	i	i	i	i	i	i	7.4
N/C(=N\OC(=O)CN1C(=O)c2ccccc2C1=O)c1ccc(Br)cc1	i	i	i	0.7	i	i	i	i	i	i	15.3
COCCNC(=S)N1CCc2cc(OC)c(OC)cc2C1COc1ccc(F)cc1 (stereo unspecified)	i	i	i	0.3	i	i	i	i	i	i	6.8
N=c1occ(C(=O)c2cc(F)ccc2O)cc1C(=O)NC1CCCCC1	i	i	i	0.4	i	i	i	i	i	i	20.0
COc1ccc2nc(NC(=O)C34CC5CC(CC(NC(C)=O)(C5)C3)C4)sc2c1	i	i	i	3.1	i	i	i	i	i	i	24.0
CC1(C)CC(=O)C(C(C#Cc2ccccc2)C2=C(O)CC(C)(C)CC2=O)=C(O)C1	i	i	i	.	i	i	i	i	i	i	25.3
Cc1ccc(S(=O)(=O)N2CCN(C)CC2)c(C)c1N(C)S(=O)(=O)c1ccc(Cl)cc1	i	i	i	-0.4	i	i	i	i	i	i	9.1
CC(=O)Oc1cccc(N2C(=O)C3CC=C(Cl)CC3C2=O)c1 (stereo unspecified)	i	i	i	-0.3	i	i	i	i	i	i	13.5
COc1cc(C2c3[nH]c4ccccc4c3C[C@H]3C(=O)N(CCO)CC(=O)N23)cc(OC)c1OC (stereo partly specified)	i	i	i	0.5	i	i	i	i	i	i	15.8
CCOc1cc(C=O)cc(Cl)c1OCC(N)=O	i	i	i	-0.2	i	i	i	i	i	i	25.0
CC(C)CC(=O)Nc1ccccc1N1CCOCC1	i	i	i	-0.9	i	-4.56*	i	i	i	i	20.1

# (cont.)
Structure	TRPC4 potent	TRPC4 block	MrgX1 PAM	HIF activator	TRPC6 inh	MrgX1 antagonist	TRPC4 act	MrgX1 agonist	PolyA inh	TRPC6 act	AI-2 QS mod
COCCOC(=O)c1c(C)oc2ccc(NS(=O)(=O)c3ccc(F)cc3)cc12	i	i	i	-0.4	i	i	i	i	i	i	21.0
CCOC(=O)N/N=C(/C)c1ccc([N+](=O)[O-])o1	i	i	i	0.1	i	i	i	i	i	i	-87.6*
N/C(Cc1ccc(Cl)cc1Cl)=N\OC(=O)c1ccc(Br)o1	i	i	i	0.0	i	i	i	i	.	i	16.4
CC(C)[C@H](NC(=O)C1CCN(S(=O)(=O)c2ccccc2)CC1)C(=O)NCc1ccncc1	i	i	i	-0.3	i	i	i	i	i	i	7.8
CN(Cc1c(C(=O)N/N=C/c2cc(F)ccc2F)nnn1-c1nonc1N)C1CCCCC1	i	i	i	0.1	i	i	i	i	i	i	-16.8
O=C(NCCc1ccccc1)C1CCN(C(=O)c2sccc2-n2cccc2)CC1	i	i	i	0.2	i	i	i	i	i	i	24.2
Cc1cnc(NC(=O)COc2ccc3c(c2)CCC3)s1	i	i	i	0.3	i	i	i	i	i	i	7.1
O=C(c1n[nH]c2c1CCCC2)n1ccnc1	i	i	i	-0.4	i	i	i	i	i	i	-10.8
O=C(NN1C(=O)C2C3C=CC(C3)C2C1=O)c1ccccc1 (stereo unspecified)	i	i	i	0.0	i	i	i	i	i	i	20.2
CCN(Cc1ccccc1)C(=O)CN1C(=O)c2ccccc2S1(=O)=O	i	i	i	-0.5	i	i	i	i	i	i	-1.0
Cc1nc(-c2cccc(NC(=O)COc3ccc(Cl)cc3)c2)cs1	i	i	i	-0.2	i	i	i	i	i	i	-34.0
O=C(NN1C(=O)C2C3c4ccccc4C(c4ccccc43)C2C1=O)c1ccc(Cl)cc1 (stereo unspecified)	i	i	i	0.4	i	i	i	i	.	i	3.5
O=C(CSc1nc2ccccc2c(=O)n1-c1ccccc1)N1CCCc2ccccc21	i	i	i	0.4	i	i	i	i	i	i	5.9
O=C(c1ccco1)N1CCN(C(c2ccccc2)c2nnnn2Cc2cccs2)CC1 (stereo unspecified)	i	i	i	0.2	i	i	i	i	i	i	14.8
CN1CCN(C(=O)CSc2ccc(Cl)cc2)CC1	i	i	i	1.7	i	i	i	i	i	i	8.0

# Not all compounds are listed. The share of hits here may be higher or lower than overall.
